Screening data deposited in PubChem by several laboratories.
Autophagy mod – autophagy modulators in MEF cells, primary screen, imaging, high-content, MEF GFP-LC3; MEF GFP-LC3 puncta imaging; test concentration mostly 10 µM; calls only at 10 µM (by protocol); 190,000 compounds, 0.98% hits; AID 463193, 2010;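 active = percentage of spot-positive cells more than 3 SD above its plate mean, without a fluorescence outlier flag or 80% toxicity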;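 also: spot-positive cell cutoff set from DMSO-treated cells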
K1F lysis inhibition – inhibition of K1F phage lysis, E. coli UTI89, bacterial capsule biogenesis inhibitors, alamar blue (AID 488966); E. coli UTI89 K1F phage lysis, alamar blue, 2 h; higher % means a stronger effect; inhibition, % at 100 µM; hits with a dose series show IC50 in µM; 340,000 compounds, 0.02% hits;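 active = phage lysis inhibition, versus mean bacterial control, above a set limit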;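 also: capsule biogenesis inhibitors block K1F phage lysis so surviving cells raise fluorescence; higher fluorescence means more inhibition of phage lysis; actives were called in the ten point dose series up to 300 µM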
ER stress rescue – rescue of cells from ER stress-induced death, primary screen, 384-well, CSM14.1, thapsigargin, ATP luminescence (AID 1222) | 190,000 tested, under 10 active | CSM14.1 thapsigargin-induced death rescue, ATP luminescence; higher % means a stronger effect | cellular ATP content (survival), % at 20 µM, or EC50 in µM where a hit was titrated;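 active = EC50 below 50 µM in the dose-response confirmation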;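 also: death triggered by thapsigargin at about 15 µM added after 2 h compound pretreatment; cell ATP read after overnight thapsigargin exposure of roughly 18 to 22 hours; normalized against plate controls of thapsigargin alone and 5% DMSO vehicle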
MT stabilizer – microtubule stabilizers in HeLa cells, primary screen, imaging, high-content imaging; HeLa tubulin immunostaining HCS, 24 h; share of cells brighter than vehicle mean+2SD; % tubulin-high responders, % at 10 µM; 200,000 compounds, 0.83% hits;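 active = plate Z-score above 3 for both tubulin-high and condensed-nucleus cell shares, with cell loss under 80%, at 10 µM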;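 also: anti alpha tubulin signal scored within the nucleus-defined area of each cell; some results filed as inactive read as strong as hits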
P. falciparum M17LAP – P. falciparum M17LAP inhibitors, primary screen, biochemical, fluorogenic H-Leu-NHMec substrate, 1536-well (AID 1619). Leucine aminopeptidase (Plasmodium falciparum (isolate 3D7)). recombinant M17LAP, H-Leu-NHMec fluorogenic kinetic assay; higher % means a stronger effect. inhibition, % at 30 µM; hits with a dose series show IC50 in µM. 220,000 compounds, 0.38% hits;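 active = compound inhibiting the enzyme by more than half at any dose during confirmatory dose-response retesting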;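 also: plate controls were full reaction with DMSO carrier for no effect and no enzyme background for full effect; strong numbers were not always called active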
Dynein transport – inhibitors of GR-EGFP nuclear translocation, primary screen, dynein cargo transport inhibitor project, imaging, high-content, 3617.4 mouse cells. test concentration mostly 20 µM; stimulated with dexamethasone, 1 µM; active compounds read low. z-score, hits read low. 220,000 compounds, 0.47% hits;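 active = plate z-score of nuclear minus cytoplasmic receptor signal below a set negative limit, without overly bright fluorescence or cell loss, cut at about -3.5 in these data, passing the limit was not always enough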;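 also: z-score of nuclear minus cytoplasmic ring GR-EGFP intensity difference per well; some compounds called inactive have numbers as strong as hits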
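medium = tetracycline-free induction medium containing charcoal-stripped FBS | also added = 1.0 µM final dexamethasone stimulus | schedule = 48 h induction, 1 h compound, 30 min dex at 37 °C | technique = fixed, Hoechst-stained cells imaged at 10x for EGFP | measure = GR-EGFP nuclear translocation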
P. falciparum M1AAP – P. falciparum M1AAP inhibitors, biochemical, fluorogenic H-Leu-NHMec substrate, 1536-well (AID 1445). recombinant M1AAP, H-Leu-NHMec fluorogenic kinetic assay; higher % means a stronger effect. inhibition, % at 30 µM, or IC50 in µM where a hit was titrated. 220,000 compounds, 0.42% hits;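 active = primary inhibition above the hit cutoff, then over 50% inhibition at one or more dose response concentrations, cut at about 23% in these data, passing the limit was not always enough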;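 also: plate controls were DMSO full reaction for no effect and no enzyme background for full effect; strong numbers were not always called active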
Ins promoter up – insulin promoter activators in MIN6 cells, imaging, high-content screening, mouse beta cells | AID 1625, 2009 | z-score at 5 µM | MIN6 insulin promoter-GFP reporter; active compounds read high | 190,000 compounds, 0.3% hits;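 active = z-score above 3 at 5 µM with at least 500 cells counted in the well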
b-catenin transl – modulators of beta-catenin nuclear translocation, primary screen, imaging, HeLa cells, immunofluorescence, high-content; nuclear translocation activity, % at 5 µM; AID 1665, 2009; 190,000 compounds, 0.3% hits;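 active = nuclear translocation activity above 50% at 5 µM, with a well cell count of 50 or more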;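 also: per-cell ratio of nuclear to cytoplasmic median beta-catenin stain intensity; plate controls were DMSO negative control for no effect and GSK-3 inhibitor IX positive control for full effect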
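Signal – beta-catenin immunofluorescence imaging with DAPI · Test system – human HeLa cell line · Dosing – 5 µM primary single dose, 0.1% DMSO, 0.02–20 µM confirmation series · Measure – % activation, nuclear-to-cytoplasmic median beta-catenin signal ratio per cell · Incubation – 24 h compound exposure at 37°C, 5% CO2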
Dynein transport cytoplasmic EGFP – further read-out of Dynein transport, marked with its call; z-score; measured here: cytoplasmic GR-EGFP intensity; active compounds read high
Dynein transport nuclear GR-EGFP – recorded beside Dynein transport, whose call it bears; z-score; measured here: nuclear GR-EGFP intensity;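 lower value marks the stronger effect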
Dynein transport cell count – also measured in Dynein transport; calls as there; z-score; measured here: cell count per field
Ins promoter up cell count – further read-out of Ins promoter up, marked with its call; cell count; measured here: cytotoxicity, nuclei count;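 total cells summed across four imaged fields per well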
b-catenin transl cell count 5 µM – second read-out of b-catenin transl, no call of its own (marks repeat the call); cell count; measured here: cell count, cytotoxicity flag
MT stabilizer Hoechst-high % – recorded beside MT stabilizer, whose call it bears; % Hoechst-high responders; measured here: nuclear condensation Hoechst responders;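 share of cells brighter than vehicle mean plus two SD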
MT stabilizer cytotoxicity % – recorded beside MT stabilizer, whose call it bears; toxicity, %; measured here: cytotoxicity by cell density;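 0% = mean cell density of plate MIN control wells and 100% = no cells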
Autophagy mod cell loss 18 h – recorded beside Autophagy mod, whose call it bears; toxicity, %; measured here: cell loss, nuclei count;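 cell loss after 18 h compound exposure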
Active calls of the source: *; i = inactive; . = not tested or not shown; + = active, no number; & = joins results of further samples; [ ] = another dose, or the depositor's remark.

SMILES	Autophagy mod	Autophagy mod cell loss 18 h	K1F lysis inhibition	ER stress rescue	MT stabilizer	MT stabilizer Hoechst-high %	MT stabilizer cytotoxicity %	P. falciparum M17LAP	Dynein transport	Dynein transport cytoplasmic EGFP	Dynein transport nuclear GR-EGFP	Dynein transport cell count	P. falciparum M1AAP	Ins promoter up	Ins promoter up cell count	b-catenin transl	b-catenin transl cell count 5 µM
COc1ccccc1N1CCN(C(=O)CNC(=O)c2cn(-c3ccccc3OC)c(=O)c3ccccc23)CC1	i	0	0.5%	-0.7%	2.7	2.0	8.1	3%	0.28	-0.34	-0.025	0.028	2%	-0.18	1312	-2.8	1131
O=C1c2ccccc2C(=O)C1(CO)c1ccccc1	i	3	0.1%	-0.9%	2.5	1.9	3.6	4%	-0.79	-0.33	-0.6	0.96	4%	-0.22	1244	-1.1	1047
COc1ccc(NC(C)(C)c2nnnn2-c2c(C)cccc2C)cc1	.	.	-0.8%	.	.	.	.	-2%	-0.93	-0.25	-0.49	1.2	4%	-0.03	1455	-0.9	1174
CN(C)S(=O)(=O)c1ccc(NC(=O)CN2CCN(C(c3ccccc3)c3ccccc3)CC2)cc1	i	-5	0.4%	-2.3%	1.2	1.0	4.6	0%	-0.53	-0.18	-0.41	0.26	0%	-1.9	866	0.5	1381
O=C(CSCc1ccc(C(=O)O)cc1)Nc1ccccc1	i	17	0.1%	0.9%	3.7	1.5	3.6	0%	-0.02	0.11	0.24	-0.21	-4%	.	.	-0.5	971
CCOc1cc(C#N)c(NC(=O)c2ccco2)cc1OCC	i	42	0.6%	0.7%	40*	14*	63*	-6%	2.1	-0.31	0.77	-1.2	2%	-0.51	1183	8.5	793
COC(=O)c1ccc(-c2nc3cc(Cl)c(N)cc3s2)cc1	i	-23	1.0%	-3.6%	2.7	1.6	1.9	26%	0.29	-0.17	0.011	-1.2	2%	1.4	1720	0.2	989
CCOC(=O)Cn1c(C)[n+](C)c2cc(Cl)c(Cl)cc21	i	16	0.0%	-1.1%	4.3	2.9	0.6	9%	-0.4	-0.0066	-0.39	0.93	19%	-0.69	1228	-0.7	1061
CCC(C(=O)NCc1ccco1)N(Cc1cccs1)C(=O)CNS(=O)(=O)c1ccccc1 (stereo unspecified)	i	0	0.1%	-3.0%	0.9	1.4	4.1	4%	-0.32	0.73	0.34	0.14	4%	-0.71	824	-0.2	1136
COc1cccc(C2CC(c3ccccc3)n3ncnc3N2)c1 (stereo unspecified)	i	9	4.2%	-0.7%	2.7	2.3	9.8	18%	0.04	0.23	0.19	-0.24	-3%	-0.89	862	.	.
Clc1cccc(CSc2nnc([C@@H]3CCCN3)o2)c1	i	26	-0.1%	-0.2%	3.0	1.9	16	-2%	0.41	-0.085	0.41	0.6	6%	-0.52	938	7.9	464
CN(C(=S)NC(=O)CCCOc1ccc(Cl)cc1Cl)c1ccccc1	i	-1	2.4%	0.1%	3.2	1.5	0.9	19%	3.3	-0.11	2.1	-1.9	-1%	0.77	924	-2.9	947
OC1CCN(C(c2ccc3ncccc3c2)c2nnnn2C2CCCCC2)CC1 (stereo unspecified)	i	-3	4.5%	-0.9%	4.8	3.5	11	6%	-0.2	-0.12	0.14	0.37	6%	-0.04	1234	-7.4	969
COCCCn1c(Cc2csc(Nc3cccc(Cl)c3)n2)nnc1SCC(=O)OC	i	1	0.9%	-1.4%	2.5	2.1	9.7	22%	1.7	-0.038	2	-1.3	8%	0.83	1210	1.3	893
COc1ccc(C(=O)N/N=C/C(C)c2ccccc2)cc1OC (stereo unspecified)	i	11	-1.8%	0.4%	3.5	1.5	7.2	2%	0.7	-0.19	0.68	0.39	-6%	0.04	1511	-1.8	774
CC(C)(C)c1ccc(/C=N/NC(=O)C(=O)NCCCN2CCOCC2)cc1	i	7	0.9%[50 µM]	-1.7%	2.4	3.2	4.4	6%	-0.89	-0.23	-0.73	0.91	6%	-0.1	1307	-2.1	548
O=C(Cn1cc2c(n1)CCCCC2)Nc1ccccc1Br	.	.	0.2%	.	.	.	.	3%	-0.55	0.12	0.21	0.9	4%	0.04	1060	0.1	1255
Cc1cc(C)n(CC(=O)NC2CCCCC2)n1	i	-3	3.6%	-2.0%	2.1	1.5	7.4	7%	0.12	-0.13	0.34	-0.41	-1%	-0.86	1241	.	.
CC(=O)C1=C(O)C(=O)N(Cc2cccnc2)C1c1ccccc1Cl (stereo unspecified)	i	15	3.9%	-1.0%	3.0	1.6	4.7	-11%	-1	-0.29	-0.58	0.96	4%	-0.17	1350	-1.1	1107
CC1CCC(C(C)C)C(OC(=O)COC(=O)c2cc(O)ccc2N)C1 (stereo unspecified)	i	12	-0.1%	3.9%	4.5	3.1	5.8	-1%	-1.6	-0.014	-1.2	0.36	6%	-0.07	1416	-1.2	506
Cc1cc(C)n(CC(O)Cn2c3ccc(Br)cc3c3cc(Br)ccc32)c(=O)n1 (stereo unspecified)	i	-12	0.5%	-0.3%	2.3	1.0	12	8%	0.53	0.45	0.52	0.042	15%	0.93	941	.	.
O=C1c2ccccc2CN1CCSC(=S)N1CCSCC1	i	9	.	-1.7%	2.8	1.9	5.1	23%	-0.76	-0.24	-0.66	0.52	0%	0.22	1163	-0.4	1042
CC(/C=C1\SC(=S)N(NC(=O)c2ccccc2C)C1=O)=C\c1ccccc1	i	-9	3.1%	-1.8%	2.0	2.7	5.9	4%	-1	-0.21	-0.51	0.4	4%	0.91	1364	-1.6	1112
Cc1ccc(NC(=O)CN2CCC(NC(=O)C3CCCCC3)CC2)c(Br)c1	i	3	0.2%	-0.6%	1.2	2.5	9.4	-13%	-0.45	-0.21	-0.084	-0.064	8%	-0.28	1586	-1.3	1096
CCC(c1nc2ccccc2c(=O)n1CCN1CCOCC1)N1C(=O)c2ccccc2C1=O (stereo unspecified)	i	1	-3.3%	1.8%	2.1	2.3	11	6%	0.4	-0.26	0.29	-0.14	4%	0.61	858	-1.7	1233
CCCCCn1c(CN2CCN(CCO)CC2)nc2c1c(=O)n(C)c(=O)n2C	.	.	-1.8%	-3.6%	6.7	1.5	7.2	18%	-0.43	-0.23	-0.21	0.34	-2%	0.47	1869	-0.3	1111
COC(=O)c1scc(S(=O)(=O)C(C)(C)C)c1-n1cccc1	.	.	1.2%	.	.	.	.	0%	0.041	0.055	0.045	-0.26	-2%	0.89	1434	1.7	1340
Nc1nc(Cl)nc2c1ncn2[C@H]1C[C@H](O)[C@@H](CO)O1	i	23	-7.0%	-0.2%&3.8%	12	20	30	-2%&1%	0.92	-0.29	0.84	0.26	6%&-6%	-1.3	659	-3.3	782
COc1ccc(Cc2nnc(SCC(=O)N3CCCC3)o2)cc1	i	-13	0.2%	0.7%	1.1	0.3	1.4	.	1.2	-0.21	1.3	-1.3	.	0.84	1496	0.1	1551
CCOC(=O)N1CCN(CC(=O)Nc2ccc(F)c(F)c2)CC1	i	3	-0.5%	-6.7%	1.2	2.1	11	-3%	-0.55	-0.2	-0.13	0.65	3%	-0.3	1118	-0.2	1076
CCOC(=O)C1=C(C)N(c2nonc2NC(C)=O)C(N)=C(C#N)C1c1ccccc1F (stereo unspecified)	i	5	-0.7%	1.8%	2.1	2.8	5.2	-2%	-0.44	-0.3	-0.077	0.41	-4%	0.65	1524	-2.2	976
O=C(c1ccccc1)C(CCC(CN1CCOCC1)C(=O)c1ccccc1)CN1CCOCC1 (stereo unspecified)	i	30	-0.5%	1.1%	2.5	1.3	7.3	0%	-6.1*	2.3*	-2.6*	0.00066*	1%	0.54	1126	0.3	1415
CCc1ccc(NC(=O)CC2C(=O)N(c3ccc(C)cc3)C(=O)N2C2CC2)cc1 (stereo unspecified)	i	15	0.1%	0.1%	2.6	1.5	8.6	1%	0.83	0.025	1.1	-1.1	3%	-0.51	1523	-4.3	1026
CCc1ccc(C(=O)COC(=O)c2nn(C)c(=O)c3ccccc23)cc1	i	-4	0.1%	-12%	4.4	3.0	6.1	-1%	-0.34	-0.24	0.13	0.53	-3%	0.43	1286	-1.0	1142
CCCCCCNC(=O)C(C#N)c1nc2ccccc2nc1N1CCCC1 (stereo unspecified)	+	3.5*	0.1%	-0.3%	7.0	2.4	4.7	-44%	0.9	-0.096	0.93	-0.31	8%	-0.15	781	-0.3	1020
